# Compound activity (PubChem)
# SIRT5 block: blocks human SIRT5 desuccinylation of peptide; Q9NXA8; Purified SirT5, succinyl-peptide AMC, trypsin-coupled fluorescence; inhibition, % at 15 µM; hit rate 1.1% among 330,000; in the data active = inhibition above about 15%; inconclusive = no clear call, values can overlap the other calls
# Target sequence (Q9NXA8 whole entry, looked up): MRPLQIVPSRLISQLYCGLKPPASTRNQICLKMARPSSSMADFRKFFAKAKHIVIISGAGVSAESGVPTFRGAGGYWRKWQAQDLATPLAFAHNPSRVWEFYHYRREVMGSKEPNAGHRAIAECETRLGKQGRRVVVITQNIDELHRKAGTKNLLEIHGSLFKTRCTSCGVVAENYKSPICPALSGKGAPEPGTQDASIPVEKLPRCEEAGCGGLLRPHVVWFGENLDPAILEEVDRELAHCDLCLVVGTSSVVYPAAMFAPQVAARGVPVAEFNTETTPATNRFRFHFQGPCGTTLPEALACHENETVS
# ERp5 inh: ERp5 (human) disulfide isomerase inhibition; inhibition, % at 9.99 µM; hit rate 0.05% among 350,000; ERp5 insulin aggregation, absorbance 650 nm, 90 min;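 active = mean replicate inhibition above about 25%, with every replicate also reaching it, limit read from the data, passing the limit was not always enough; inconclusive = only one of those two criteria met; inactive = neither criterion met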
# Target sequence (Q15084 whole entry, looked up): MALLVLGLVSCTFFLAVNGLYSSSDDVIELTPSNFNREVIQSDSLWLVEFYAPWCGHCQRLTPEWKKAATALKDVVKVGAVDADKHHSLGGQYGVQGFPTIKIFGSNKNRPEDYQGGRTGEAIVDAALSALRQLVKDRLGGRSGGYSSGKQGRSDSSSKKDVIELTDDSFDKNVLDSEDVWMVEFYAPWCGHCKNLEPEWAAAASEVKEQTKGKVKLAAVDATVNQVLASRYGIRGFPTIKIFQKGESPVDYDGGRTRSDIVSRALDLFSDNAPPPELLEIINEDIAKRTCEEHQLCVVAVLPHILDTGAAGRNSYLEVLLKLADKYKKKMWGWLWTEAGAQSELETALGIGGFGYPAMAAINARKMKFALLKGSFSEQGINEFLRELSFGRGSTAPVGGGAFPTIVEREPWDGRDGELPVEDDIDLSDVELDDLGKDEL
# ERAP1 inh: blocks human ERAP1 aminopeptidase activity; hit rate 0.15% among 340,000; Q9NZ08; inhibition, % at 10.7 µM; recombinant ERAP1, Leu-AMC fluorescence, 60 min;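 active = mean replicate inhibition of at least 30%, or all replicates individually reaching that 30% level; inactive = mean below 30% and not every replicate reaching it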;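 note: 0% = neutral control wells and 100% = L-leucinethiol positive control wells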
# CFTR F508del cor: CFTR F508del correction in bronchial cells. CFBE cells, YFP halide quenching; stimulated with forskolin plus potentiator P3; % fluorescence drop versus neutral controls. activity (quench increase), % at 7.58 µM. hit rate 0.36% among 350,000;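 active = mean added fluorescence quench of at least 8% versus neutral control, with both replicates also reaching 8%; inconclusive = only one of the mean or replicate conditions met; inactive = mean below 8% and not both replicates reaching 8%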;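 note: cells transiently co-express mutant CFTR-F508del with the halide-sensitive YFP; corrector assay measuring rescue of mutant channel to the surface after 24 h compound exposure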
# DENV2 CPE rescue: protects cells from dengue virus 2 cytopathic effect | hit rate 1.7% among 350,000 | DENV2-infected cells, cytopathic effect rescue, plate reader | CPE inhibition, % at 9.99 µM | AID 651640; in the data active = CPE inhibition above about 20%, passing the limit was not always enough; inconclusive = no clear call, values can overlap the other calls; tested in BHK-21 cells;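 note: 0% = median of neutral control wells and 100% = median of positive control wells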
# Casp6 inh: caspase-6 (human) enzyme inhibition. purified caspase-6, Z-VEID-R110 cleavage fluorescence. inhibition, % at 12.5 µM. hit rate 0.53% among 350,000;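 active = mean inhibition across replicates at least about 35%, with every replicate also reaching that limit, limit read from the data; inconclusive = only one of the two criteria met; inactive = neither criterion met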;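 note: 0% = median of neutral control wells and 100% = no fluorescence left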
# Target sequence (P55212 24-179 limits assumed): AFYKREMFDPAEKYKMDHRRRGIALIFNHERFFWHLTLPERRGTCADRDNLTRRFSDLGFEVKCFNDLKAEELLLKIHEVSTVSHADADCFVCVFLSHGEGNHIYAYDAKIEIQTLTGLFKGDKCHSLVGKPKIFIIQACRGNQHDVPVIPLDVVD
# Target sequence (P55212 194-293 limits assumed): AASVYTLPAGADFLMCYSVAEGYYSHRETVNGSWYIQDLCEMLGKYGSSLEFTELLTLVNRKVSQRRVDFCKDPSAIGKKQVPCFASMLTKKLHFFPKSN
# miR122 inh: blocks miR-122 activity in Huh7 sensor cells | Huh7 miR-122 Renilla luciferase sensor, 48 h; neutral wells = 0, positive control = 100 | activation (reporter increase), % at 12.5 µM | hit rate 0.3% among 340,000;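 active = mean replicate activation score at least 90 and every replicate individually at or above 90; inconclusive = only one of the two criteria met; inactive = neither criterion met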;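 note: higher luciferase means less miR-122 activity so hits act as miR-122 inhibitors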
# Starred values were filed as active, the others as inactive; ? = inconclusive; / = no result given; & = joins results of further samples; [ ] = remark or other dose.
SMILES,SIRT5 block,ERp5 inh,ERAP1 inh,CFTR F508del cor,DENV2 CPE rescue,Casp6 inh,miR122 inh
O=C(NCCS(=O)(=O)c1ccc(Cl)cc1)c1ccc(F)cc1,-2,-2,3,-3.3,7,1,/
CO[C@@H]1CN(C)C(=O)c2ccc(NC(=O)NC(C)C)cc2OC[C@@H](C)N(S(C)(=O)=O)C[C@H]1C,1,-1,-1,-0.4,-1,-1,/
CCc1c(C(=O)NNC(=S)Nc2ccc(S(=O)(=O)Nc3ncccn3)cc2)csc1C,4,0,-4,0.7,-4,-2,-10
O=C(Nc1ccc2c(c1)OCCO2)c1[nH]c(C(F)(F)F)nc1-c1ccccc1,-2,2,8,0.1,-1,-2,-4
Cc1nc2ccc(C(=O)N3CCN(Cc4ccccc4)CC3)cc2[nH]1,4,-2,-4,0.1,8,7,/
CC(C)C(=O)Nc1ccc(S(=O)(=O)Nc2ccccn2)cc1,0,0,-2,-0.9,-3,0,/
COC(=O)c1cc(-c2ccc(S(=O)(=O)N3CCCCC3)cc2)c(C(F)(F)F)s1,4,-2,1,1.5,0,-2,/
CO[C@@H]1CN(C)C(=O)c2ccc(NC(=O)CC(F)(F)F)cc2OC[C@H](C)N(C(=O)C2CC2)C[C@@H]1C,3,-1,1,-2.1,-6,0,/
O=c1ccc(-c2ccc(S(=O)(=O)Nc3ccccc3Cl)o2)n[nH]1,-1,1,-1,0.6,2,3,-4
CCCC(=O)c1c[nH]c(C(=O)N2CCOCC2)c1,-5,4,1,-3.6,4,-4,/
C1=C(c2ccccc2)CCN(c2nc3ccccc3n3cnnc23)C1,-1,1,-2,-1.9,-7,2,14
C[C@H](NC(=O)C[C@@H]1C=C[C@@H](NC(=O)C2CC2)[C@@H](CO)O1)c1ccccc1,1,2,0,0.1,-2,-1,/
Cc1cc(C(=O)Nc2ccc(Cl)cc2)n(-c2ccccc2)n1,-4,0,-3,-3.2,4,-1,5
O=C(CC1C(=O)NCCN1Cc1ccccc1)NCCCOc1cccnc1 (stereo not given),-1,5,-2,0.7,0,-12,-2
C[C@H]1CCCCO[C@@H](CN(C)Cc2ccc(C(F)(F)F)cc2)[C@@H](C)CN([C@@H](C)CO)C(=O)c2cc(NC(=O)c3ccncc3)ccc2O1,10,-3,-3,1.9,1,-4,-10[16.7 µM]
CCOC(=O)CC1COCCN1Cc1cn[nH]c1-c1cc(OC)c(OC)c(OC)c1 (stereo not given),0,1,1,-1.6,8,-2,-3
N#C[C@@H]1[C@@H](c2ccc(-c3ccccc3F)cc2)[C@H](CO)N1C(=O)C1CC1,-3,-2,-1,-2.1,8,-2,/
COCCN1Cc2cccc(C(=O)Nc3ccc(S(=O)(=O)N4CCOCC4)cc3)c2C1=O,-2,-3,1,5.1,-2,1,/
O=C(Nc1cccc([N+](=O)[O-])c1)c1ccc([N+](=O)[O-])o1,-7,-5,1,2.7,-4,8,8
NC(=O)C1=C[C@@H](c2ccc(C(F)(F)F)cc2)C[C@@H](OCCCCO)O1,-3&-2,1&0,2&0,0.2&-3.9,3&16,2&2,1
O=C(Nc1nnc([C@H]2C[C@H](O)[C@@H](CO)O2)s1)NC(c1ccccc1)c1ccccc1,-1,6,-18,-1.6,-1,-2,-8
C[C@@H]1CN([C@H](C)CO)C(=O)c2cccc(NC(=O)C3CC3)c2O[C@H]1CN(C)S(=O)(=O)c1ccc(Cl)cc1,-1,5,2,-0.5,2,0,-8[16.7 µM]
COc1cccc(CN2CCN(Cc3cccc4nonc34)CC2CCO)c1 (stereo not given),-2,3,2,-0.8,-2,-2,2
C[C@@H]1CCCCO[C@H](CN(C)S(=O)(=O)c2ccc(F)cc2)[C@H](C)CN([C@@H](C)CO)C(=O)c2cc(NS(C)(=O)=O)ccc2O1,0,-8,-8,-0.6,-7,0,33[16.7 µM]
C=CCNC(=S)N1CCN(Cc2ccc3c(c2)OCO3)CC1,-1,2,3,1.6,11,-1,-6
Cn1cnc(CCNC(=O)C[C@@H]2CC[C@@H]3[C@H](COC[C@@H](O)CN3C(=O)C3CCCC3)O2)c1,-6,0,0,-1.8,-1,2,-1[16.7 µM]
C[C@H]1CN([C@@H](C)CO)C(=O)c2cccc(NC(=O)Nc3ccc4c(c3)OCO4)c2O[C@H]1CN(C)S(=O)(=O)c1ccccc1,-6,-14,0,5.8,-12,-2,6[16.7 µM]
C[C@@H]1CN([C@@H](C)CO)S(=O)(=O)c2ccc(/C=C/c3ccccc3)cc2O[C@@H]1CN(C)C(=O)NC1CCCCC1,28*,2,4,1.3,-11,-1,-41[16.7 µM]
N#Cc1ccc(-c2ccc([C@H]3[C@@H](CO)N4C(=O)CN(C(=O)C5CCCC5)C[C@H]34)cc2)cc1,-2,4,0,-0.1,20,3,/
Fc1ccccc1OCCCn1ccnc1,-3,1,-2,1.2,-5,-6,-16
COc1ccc(-c2noc(CCC(=O)NC3CCCCCC3)n2)cc1OC,/,1,-2,-4.2,?,-1,-3
O=C(c1ccsc1)N1CCN(C(=O)c2cccs2)CC1,-5,0,2,/,/,3,/
CC(=O)Nc1ccccc1C(=O)N1CCN(Cc2ccccc2)CC1,3,-3,0,-3.1,-1,1,/
COc1cccc(C(=O)Nc2ccc(NC(=O)C3C4C=CC(C4)C3C(=O)O)cc2)c1 (stereo not given),2,3,-2,-1.0,3,5,/
Nc1ccc2cn[nH]c2c1,1,-1,1,0.2,-2,44*,5
Cc1[nH]c2ccc(C(=O)NCc3ccccn3)cc2c1C,2,2,-3,1.3,?,1,/
CCn1ccnc1CN(C)C(=O)CCc1nnc(CCC2CCCCC2)o1,-6,3,-3,0.2,-1,-4,2
COc1cccc(NC(=O)C(C)OC(=O)c2n[nH]c3ccccc23)c1 (stereo not given),0,-1,0,-0.9,-1,3,5
COC(=O)C1=C(C)N(Cc2cccc(C(F)(F)F)c2)C(=NCc2ccc(C(F)(F)F)cc2)NC1c1cccc(F)c1 (stereo not given),/,1,-1,2.8,-1,9,/
Cc1ccc(Nc2nnc(SCC(=O)NCc3ccco3)s2)cc1,-7,0,-1,/,/,11,/
CCOc1cc(C(=O)Nc2cc3c(cc2N2CCCC2)n(C)c(=O)n3C)cc(OCC)c1OCC,0,2,2,0.6,-2,-5,2
N#C[C@@H]1[C@@H](c2ccccc2C2=CCCCC2)[C@H](CO)N1C(=O)C1CCOCC1,-3,1,1,1.4,-12,-1,/
CCCCn1c(N)c(N(CC(C)C)C(=O)CC(NC(=O)c2ccccc2)c2ccccc2)c(=O)[nH]c1=O (stereo not given),-2,15,-2,3.1,2,65*,/
C[C@@H]1CN([C@@H](C)CO)C(=O)c2cccc(NC(=O)C3CCCCC3)c2O[C@H]1CN(C)S(=O)(=O)c1cccs1,-4,7,3,-0.4,0,0,0[16.7 µM]
COc1ccc([C@H]2CC(=O)C[C@@H](CCn3cccn3)O2)cc1,/,-2,/,0.9,3,-3,/
C[C@H](NC(=O)c1ccco1)C(=O)Nc1ccc2c(c1)OCO2,-2,-1,-3,0.8,8,1,0
CCOC(=O)C1(Cc2ccccc2)CCN(C2Cc3ccccc3C2)CC1,0,-56,14,0.2,13,-3,2
Oc1[nH]c2ccc(Br)cc2c1N=Nc1nn[nH]n1,4,-4,0,-1.5,1,3,-1
CN(CC(=O)Nc1ccc(Cl)c(C(F)(F)F)c1)C(=O)c1cc(-c2ccncc2)nc2ccccc12,0,0,-4,3.2,1,-2,0
O=C(Oc1ccc(-c2cnc3ccccc3n2)cc1)c1ccc(Br)o1,3,-3,-3,1.7,-2,/,/
COc1ccc(NC(=O)C2CCCN(S(=O)(=O)c3ccc4c(c3)CCCN4C(C)=O)C2)cc1Cl (stereo not given),0,-10,-1,0.8,11,1,-2
Cc1cccc(C)c1NC(=O)CN(C)C(=O)CCC(=O)c1ccccc1,-1,1,-1,-4.9,0,7,/
Cc1ccccc1C(=O)N1CCC(C(=O)Nc2ccc(S(=O)(=O)N3CCOCC3)cc2)CC1,-15,3,0,-2.4,3,0,-1
O=C1NC2(CCCC2)C(=O)N1CC(=O)N(Cc1ccccc1)c1ccccc1,-3,-2,3,1.7,-2,0,-5
O=C(Cc1ccc(-n2c(=O)c3sccc3n(Cc3ccc(F)cc3)c2=O)cc1)NCc1ccco1,-1,0,2,-2.1,-7,0,-7
C=C(C)C1CC=C(C)/C(=N/Nc2ccccc2[N+](=O)[O-])C1 (stereo not given),-7,-4,-2,-5.6,1,-10,/
COCC(=O)N(C)C[C@H]1Oc2cc(C#C[C@@H](C)O)ccc2S(=O)(=O)N([C@@H](C)CO)C[C@H]1C,8,-2,-3,0.5,-1,1,-16[16.7 µM]
CC(C)CS(=O)(=O)C1=NN2C(=N)/C(=C\c3ccc(OC(=O)c4ccco4)cc3)C(=O)N=C2S1,10,-4,-1,-2.4,4,-3,-6
Cc1cc(OCCCn2ccnc2)cc(C(C)C)c1,-1,4,0,-1.4,-8,/,5
COc1cc(O)ccc1C=O,8,-4,/,0.3,0,1,/

# (list continues)
SMILES,SIRT5 block,ERp5 inh,ERAP1 inh,CFTR F508del cor,DENV2 CPE rescue,Casp6 inh,miR122 inh
Cc1cccc(N2CCN(C(=O)Cn3nc(Cc4ccncc4)c4ccccc4c3=O)CC2)c1C,-2,1,3,-5.7,-2,1,-13
COc1ccc(-c2nnn3c2nc(NCc2ccccc2)c2ccccc23)cc1,-6,2,0,-1.3,0,1,0
CCC(=O)N(Cc1c(C)nn(-c2ccccc2)c1Cl)c1ccc(Cl)cc1,-1,0,-3,-0.6,-8,-4,0
CC(=O)c1ccccc1OCc1ccc(C(=O)c2ccccc2)cc1,/,-1,-1,-1.4,-2,-1,-9
C[C@H]1CN([C@@H](C)CO)C(=O)c2cc(Br)cnc2O[C@H]1CN(C)C(=O)Cc1ccccn1,-1&-1,5&0,-3&1,-2.2&0.4,-9&-6,-4&-1,-5
CC(C)CC#Cc1cnc2c(c1)C(=O)N([C@H](C)CO)C[C@H](C)[C@H](CN(C)Cc1ccc(F)cc1)O2,5,-4,-1,0.1,13,-2,0[16.7 µM]
c1coc(CSSCc2ccco2)c1,8,3,6,-3.9,1,82*,/
CC(C)[C@H](NC(N)=O)C(=O)Nc1cccc(S(=O)(=O)NC2=NCCCCC2)c1,1,1,3,0.8,-2,2,-4
O=c1c2c(-c3cccs3)csc2ncn1-n1cccc1,10,7,-1,-2.5,0,2,-2
Cc1cc(C)c2c(=O)[nH]n(C3CCCCCC3)c2n1,-1,4,-2,-5.5,0,-1,/
Cc1cc(C)c(S(=O)(=O)Nc2c(C)n(C)n(-c3ccccc3)c2=O)cc1[N+](=O)[O-],-7,0,4,0.9,1,1,/
CSc1ccccc1OCc1cc(C(=O)N2CCc3sccc3C2)no1,-4,-4,2,3.2,-2,-3,/
CO[C@@H](CN(C)Cc1nccs1)[C@@H](C)CN([C@@H](C)CO)S(=O)(=O)c1ccc(F)cc1,-2,-7,3,-1.7,-1,2,/
O=C(NCCN1CCOCC1)/C(=C/c1ccccc1)NC(=O)c1ccccc1,1,-1,2,0.5,7,6,-3
COc1ccccc1NC(=O)/C(C#N)=C/c1c(C)nn(-c2ccc(F)cc2)c1Cl,1,-1,-5,2.2,/,-1,/
C[C@@H]1CCCCO[C@H](CN(C)CC2CCCCC2)[C@H](C)CN([C@@H](C)CO)C(=O)c2cc(NC(=O)C3CCCCC3)ccc2O1,-4,5,0,0.4,3,0,16[16.7 µM]

# For convenience, some entries already given.
SMILES,SIRT5 block,ERp5 inh,ERAP1 inh,CFTR F508del cor,DENV2 CPE rescue,Casp6 inh,miR122 inh
CSc1ccccc1OCc1cc(C(=O)N2CCc3sccc3C2)no1,-4,-4,2,3.2,-2,-3,/
CO[C@@H](CN(C)Cc1nccs1)[C@@H](C)CN([C@@H](C)CO)S(=O)(=O)c1ccc(F)cc1,-2,-7,3,-1.7,-1,2,/
